# Compound activity as filed in PubChem.
# Ub-GFP proteasome = inhibits proteasome, raising ubiquitin-GFP reporter fluorescence | Ubiquitin-GFP reporter cells, proteasome inhibition, GFP fluorescence; response scale: untreated = 0%, 10 µM MG-132 = 100% | Potency, µM (highest dose often 45.9 µM), for inactives: at the highest dose activation (GFP accumulation), usual class: activators | 67,000 tested, under 10 active | AID 526; active = well fitted activation curve with a large enough effect, not every such curve was filed as active; inconclusive = small, poorly fitted or top-dose-only effect, or another doubt; inactive = no such curve, though single readings can be large or run the other way; note: potency is the fitted concentration of half-maximal effect
#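 U2OS Ub(G76V)-GFP reporter; O/N plating, 0.5% FBS; cpd 46 uM–2.9 nM, 4 h, 37 °C; GFP+ cell count, 488/515 nm; norm. to basal vs 10 uM MG-132; CRC fit.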
# HEK293 cAMP cs = parental HEK293 cAMP activation (counter-screen). parental HEK293 CNG cAMP sensor, membrane potential fluorescence. Potency, µM (series often up to 57.1 µM), for inactives: at the top dose activation, usual class: activators. 2.5% of 73,000 active; note: potency is the fitted concentration of half-maximal effect; % of control where 0% means no effect; nearly all actives have a fitted effect of over 55% in size
#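 Counterscreen for endogenous-receptor signalling: CNG-channel HEK 293 cells report cAMP rise by membrane depolarization. After 60 min dye equilibration with 100 uM RO 20-1724, compounds incubated 30 min before bottom-read fluorescence at 590 nm.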
# 4-MU autofl = compounds fluorescent in 4-MU spectral region | compound autofluorescence, 340/450 nm, 4-MU equivalents; active compounds read high | max dye-equivalent concentration, M | 11% of 59,000 active | AID 589; in the data active = max dye-equivalent concentration above about 10 nM; inconclusive = mostly about 1.1 nM to 9.6 nM
#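 Compounds in 100 mM Tris, pH 8.0, incubated 15 min at room temperature, then fluorescence read at 340 nm excitation/450 nm emission. Signal converted to 4-MU dye-equivalent concentration using an on-plate six-point 4-MU standard curve.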
# A350 autofl = compound fluoresces in the Alexa 350 spectral region | Compound autofluorescence, 340/450 nm, Alexa 350 dye-equivalents; active compounds read high | max dye-equivalent concentration, M | 11% of 59,000 active; in the data active = max dye-equivalent concentration above about 10 nM; inconclusive = mostly about 1.1 nM to 9.6 nM
# Casp1 inh = allosteric or competitive inhibitors of human caspase-1; P29466; Caspase-1 enzyme, Ac-WEHD-AFC fluorogenic rate; Potency, µM (highest dose often 57.5 µM), for inactives: top-dose activity change, negative = inhibition, hits mostly inhibitors; 0.03% of 75,000 active; AID 900;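 note: potency is the fitted concentration of half-maximal effect; plate controls were vehicle for no effect and no substrate for full effect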
# Target sequence (P29466 120-297 limits assumed): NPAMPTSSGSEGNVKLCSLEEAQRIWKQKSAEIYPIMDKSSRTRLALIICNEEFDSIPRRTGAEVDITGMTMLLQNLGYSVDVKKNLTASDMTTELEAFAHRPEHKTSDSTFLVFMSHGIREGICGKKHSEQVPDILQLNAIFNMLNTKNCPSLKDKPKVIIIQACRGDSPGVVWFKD
# Target sequence (P29466 317-404 limits assumed): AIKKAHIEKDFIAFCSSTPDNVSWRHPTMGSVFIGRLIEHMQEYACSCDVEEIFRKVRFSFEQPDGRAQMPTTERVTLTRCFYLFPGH
# Fluorescein fluor = compound autofluorescence in fluorescein spectral region; Compound autofluorescence, 480/540 nm, fluorescein-equivalent; active compounds read high; max fluorescein-equivalent concentration, M; 0.91% of 59,000 active; AID 593; in the data active = max fluorescein-equivalent concentration above about 10 nM; inconclusive = between about 1.1 nM and that limit
#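 Autofluorescence profiling; 100 mM Tris, pH 8.0; incubation 15 min at RT; ex/em 480/540 nm; result as fluorescein-equivalent concentration.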
# Casp7 inh = allosteric or competitive inhibitors of human caspase-7; recombinant caspase-7, Ac-DEVD-AFC fluorescence rate; Potency, µM (highest dose often 57.5 µM), for inactives: top-dose activity change, negative = inhibition, most hits filed as inhibitors; 0.02% of 75,000 active; active = well fitted inhibition curve with a large enough effect in the main read-out, with a control signal flat, not every such curve was filed as active; inconclusive = small, poorly fitted or top-dose-only effect, or a change in a side signal; note: potency is the fitted concentration of half-maximal effect; % of control where 0% means no effect
# BRCT PPI red = disrupts BRCA1 BRCT binding to phosphoprotein, red fluorophore readout; BRCT-phosphopeptide binding, red fluorescence polarization; Potency, µM (highest dose often 76.9 µM), without a hit: at the highest dose activity change, negative = inhibition, most hits filed as inhibitors; P38398; 0.03% of 75,000 active; AID 892; note: % is set by controls: 0 for no effect and ±100 for the full control effect
#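 Fluorescence polarization: 100 nM His-tagged BRCA1 BRCT with 100 nM TAMRA-labelled phospho-BACH1 decapeptide, phosphate buffer pH 7.3 with 150 mM NaCl, DTT, 0.01% Tween 20; 12 min RT. Binding inhibition seen as FP decrease.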
# BRCT PPI green = blocks human BRCA1 BRCT binding to phosphopeptide, green readout. AID 875. P38398. 0.05% of 75,000 active. Potency, µM (doses to about 76.9 µM), for the others: at the top dose activity change, negative = inhibition, usual class: inhibitors. BRCA1 BRCT-phosphopeptide binding, green fluorescence polarization;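 note: potency is the fitted concentration of half-maximal effect; plate controls were peptide without protein for full effect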
#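 Compounds were incubated for 12 min at room temperature with a complex of 100 nM fluorescein-tagged pBACH1 decapeptide and 250 nM His-tagged BRCT protein. Buffer was phosphate pH 7.3 with EDTA, DTT and Tween 20. Disruption of binding lowers the polarization signal.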
# GFP derepression = derepresses silenced GFP locus in mouse C127i cells | mouse C127i GFP locus derepression, cytometry, 30 h | Potency, µM (doses to about 46.1 µM), inactives show top-dose GFP derepression (activation) | 0.09% of 68,000 active | AID 597; note: % of control where 0% means no effect
#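 Derepression screen: silenced CMV-GFP reporter in murine C127i cells, 30 h compound incubation at 37 C, washed cells imaged by laser-scanning cytometer to enumerate GFP-expressing objects of 20 to 120 um.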
# USP2a inh = blocks human ubiquitin-specific protease USP2a; USP2a enzymatic assay, qHTS inhibition; Potency, µM (highest dose often 38.3 µM), without a hit: at the top dose activity change, negative = inhibition, hits mostly inhibitors; 0.1% of 60,000 active;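 note: potency is the fitted concentration of half-maximal effect; nearly all actives have a fitted effect of over 60% in size; plate controls were DMSO for no effect and NEM full inhibition control for full effect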
# Target sequence (O75604 whole entry, looked up): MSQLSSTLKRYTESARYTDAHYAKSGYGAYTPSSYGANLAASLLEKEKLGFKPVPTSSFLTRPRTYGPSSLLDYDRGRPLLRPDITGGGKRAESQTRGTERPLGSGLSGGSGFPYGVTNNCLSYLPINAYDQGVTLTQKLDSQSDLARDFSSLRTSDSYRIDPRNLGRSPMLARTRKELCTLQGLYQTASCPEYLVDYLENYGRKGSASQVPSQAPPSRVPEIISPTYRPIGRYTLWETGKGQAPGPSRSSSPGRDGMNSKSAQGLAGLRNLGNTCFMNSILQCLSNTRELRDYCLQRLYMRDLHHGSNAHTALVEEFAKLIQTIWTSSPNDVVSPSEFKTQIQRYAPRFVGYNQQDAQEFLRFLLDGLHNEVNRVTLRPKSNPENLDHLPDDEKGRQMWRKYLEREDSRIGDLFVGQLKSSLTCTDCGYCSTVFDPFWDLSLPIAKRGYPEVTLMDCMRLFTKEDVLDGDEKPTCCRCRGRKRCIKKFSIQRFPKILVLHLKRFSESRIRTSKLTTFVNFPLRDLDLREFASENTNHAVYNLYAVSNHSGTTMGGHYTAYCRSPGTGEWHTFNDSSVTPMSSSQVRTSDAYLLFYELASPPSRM
#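 USP2 core (20nM final) preincubated 30 min RT with compound, then Ub-PLA2 20nM and NBD C6-HPC 20uM final added; buffer 20mM Tris-HCl pH 8.0, 2mM CaCl2. Fluorescence Ex 460/Em 535 read at 0 and 2.5 h; normalized to NEM.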
# Starred values were filed as active, the others as inactive; i = inactive; ? = inconclusive; / = no result given; [ ] = another dose, or the depositor's remark. Unless noted, calls come from the whole dose curve; as a rule, active = well fitted curve in the direction sought with a large enough effect; inconclusive = small, poorly fitted or top-dose-only effect, or another doubt; inactive = no such curve, though single readings can be large; an effect the other way counts as inactive or inconclusive. This is a subset; rates above refer to the full screens.
canonical_smiles,Fluorescein fluor,USP2a inh,HEK293 cAMP cs,GFP derepression,Casp7 inh,BRCT PPI red,4-MU autofl,Casp1 inh,Ub-GFP proteasome,BRCT PPI green,A350 autofl
O=C1C(=O)N(CCOCCO)C(c2ccccn2)/C1=C(\O)c1ccccc1 (stereo not drawn),i,-10.5%,?,-2.3%,-0.2%,-0.2%,i,0.2%,-2.6%,0.7%,i
CCOc1cc(C2C(C#N)=C(N)SC(N)=C2C#N)ccc1OCCN1CCOCC1,i,37.5%[activator],14.8%,4.3%,-8.2%,1.8%,i,-2.0%,6.6%,54.1%[activator],?
Cn1cnnc1SCc1ccc(C#N)cc1,?,-4.4%,5.2%,1.6%,-0.9%,-1.3%,?,-2.7%,-1.6%,-0.6%,?
CCN1C(=O)/C(=C\N2CCN(c3ccccc3)CC2)SC1=S,?,1.9%,1.7%,6.0%,-12.5%,-1.6%,i,-16.3%,-3.4%,6.5%,i
COc1ccc(CNC(=O)c2cnc3scc(C)n3c2=O)cc1,/,/,7.9%,/,0.7%,0.2%,/,-1.6%,-8.9%,5.3%,/
O=c1c(CCc2ccccc2)nc2cncnc2n1-c1ccccc1,i,112.4%[activator],?,5.4%[9.22 µM],-2.5%,-1.6%,i,-3.8%,-2.7%,1.7%,i
Cc1cc(Nc2ccc(F)cc2C)n2nc(C)nc2n1,/,/,2.6%,-5.4%,1.0%,1.1%,/,-2.7%,-2.9%,-0.5%,/
Cc1ccc(NC(=O)CSc2nnc(Cn3c(=O)sc4ccccc43)n2C)cc1Cl,/,/,-3.4%[11.4 µM],/,2.5%,-0.1%,/,-1.0%,-7.1%,-3.6%,/
Cc1c(N=CN2CCOCC2)c(=O)n(C)c(=O)n1C,i,-6.5%,1.5%,2.5%,-1.0%,0.7%,i,-0.1%,-0.9%,1.1%,i
CC1=C(C(=O)Nc2ccccc2)C(c2ccc(N(C)C)cc2)NC(=O)N1 (stereo not drawn),i,17.3%,?,2.6%,-14.2%,-0.9%,i,-7.8%,10.0%,4.1%,i

# Copied from the list:
# For Casp7 inh, O=C1C(=O)N(CCOCCO)C(c2ccccn2)/C1=C(\O)c1ccccc1 (stereo not drawn) reads -0.2%
# For Ub-GFP proteasome, O=c1c(CCc2ccccc2)nc2cncnc2n1-c1ccccc1 reads -2.7%

# Additional records follow.
canonical_smiles,Fluorescein fluor,USP2a inh,HEK293 cAMP cs,GFP derepression,Casp7 inh,BRCT PPI red,4-MU autofl,Casp1 inh,Ub-GFP proteasome,BRCT PPI green,A350 autofl
CCn1c(SCC(=O)NCc2ccco2)nc2c(c1=O)SC(C)C2 (stereo not drawn),i,7.4%,9.4%,3.9%,-0.6%,0.0%,i,-0.4%,6.9%,-3.0%,i
O=C(NCCCO)c1nc2ccccc2s1,i,-0.7%,0.1%,-4.3%,0.1%,-0.6%,i,2.1%,8.1%,0.2%,i
N#CC1=C(N)Oc2c(oc(CO)cc2=O)C1c1ccsc1 (stereo not drawn),i,-4.8%,1.4%,1.7%,-3.4%,1.9%,i,-4.8%,-0.1%,1.1%,i
CCN1C(=O)/C(=C2/C=CC=CN2C)OC1=S,/,-1.4%[7.66 µM],-2.9%[11.4 µM],-1.5%,0.8%,0.0%,/,-1.8%,-0.8%[9.17 µM],-0.3%,/
O=C(c1cccc(C(=O)N2CCN(Cc3ccccc3)CC2)c1)N1CCN(Cc2ccccc2)CC1,i,/,1.26µM*,-2.3%,-0.8%,0.0%,i,-1.9%,0.2%,1.8%,i
Cn1cccc1Cc1nnc(SCC(=O)N2CCc3ccccc32)n1-c1ccc(F)cc1,/,/,3.9%,/,-3.1%,1.1%,/,-1.2%,-5.7%,-1.7%,/
CC1CCN(c2ccc(C(=O)O)cc2)CC1,i,12.6%,9.6%,-1.9%,0.3%,-1.3%,i,-0.3%,4.5%,-2.8%,i
Cc1cc(C)cc(N2CCCn3c2nc2c3c(=O)n(CC(=O)OCc3ccccc3)c(=O)n2C)c1,i,12.0%,-3.7%,0.5%,-0.7%,0.2%,i,-1.4%,/,0.4%,i
CSc1ccc(-c2nnn(CC(=O)NCc3ccccc3)n2)cc1,i,-0.9%,3.1%,6.5%,-0.8%,-0.2%,i,0.7%,-1.1%,-0.3%,i
CC1CCC(C(=O)O)NC1c1ccc(C#CCN(C)C)cc1 (stereo not drawn),/,/,-3.6%[11.4 µM],/,1.9%[11.5 µM],0.9%[15.4 µM],/,-1.9%[11.5 µM],/,-0.1%[15.4 µM],/
COc1ccccc1CNCc1cc(OC)c(OC)cc1OC,/,-3.8%[7.66 µM],9.7%[11.4 µM],0.0%,1.3%,0.8%,/,-1.1%,22.7%[9.17 µM],-1.0%,/
COc1cc(-c2nnc(SCC(=O)Nc3cc(C)on3)n2C)cc(OC)c1O,?,3.2%,-7.0%,2.6%,-1.4%,-0.1%,i,1.8%,-0.7%,-0.6%,?
COc1ccc(-c2nnc(SCC(=O)Nc3ccc(C)cc3)n2C)cc1,?,-9.1%,-1.4%,-3.6%,2.1%,0.6%,i,-2.4%,-0.6%,-9.3%,i
COCCCN1C(=O)C(=O)/C(=C(/O)c2ccc(OC(C)C)cc2)C1c1cccnc1 (stereo not drawn),?,5.2%,11.1%,1.6%,1.5%,-0.4%,i,-3.1%,0.9%,-2.8%,i
COc1ccc(C(CNC(=O)COc2ccccc2OC)N(C)C)cc1OC (stereo not drawn),?,5.1%,14.4%,1.2%,-1.1%,-0.2%,i,-1.4%,1.9%,0.1%,i
CCOC(=O)c1c(C)oc2c1c(C(c1cccnc1)N1CCN(C)CC1)c(O)c1ccccc12 (stereo not drawn),i,22.6%,-2.0%,?,-0.5%,-0.5%,i,-0.2%,-3.3%,-1.4%,i
Cc1cccc(Nc2nc(NCc3ccco3)nc(N3CCOCC3)n2)c1,i,0.0%,?,-0.9%,-5.4%,0.3%,i,-0.6%,0.7%,-0.8%,i
CCSc1nnc(NC(=O)c2ccc3c(c2)OCO3)s1,i,2.6%,?,3.2%,-0.7%,-0.9%,i,-1.9%,-1.6%,2.5%,i
O=C1O[C@H](CN2CCOCC2)CN1/N=C\c1ccc([N+](=O)[O-])o1,?,42.4%[activator][17.1 µM],-4.6%[25.6 µM],3.4%[20.6 µM],-0.2%[25.7 µM],0.3%[34.4 µM],i,-5.0%[25.7 µM],2.7%[20.5 µM],0.2%[34.4 µM],?
O=C(CSc1nc2ccccc2o1)NCc1ccc2c(c1)OCO2,/,/,2.3%,-3.4%,-2.9%,-0.2%,/,-0.4%,-5.9%,-1.2%,/
COc1ccc(NC(=O)C2CCN(S(=O)(=O)c3ccc(C)cc3)CC2)cc1OC,/,-12.9%,-18.7%,-2.2%,0.1%,0.1%,/,0.3%,15.8%,6.5%,/
CSc1nc2ccc(Nc3nc(N4CCOCC4)nc(N4CCOCC4)n3)cc2s1,/,7.7%[7.66 µM],0.5%[11.4 µM],-1.5%,-2.3%,-3.1%,/,-3.8%,1.7%[9.17 µM],1.2%,/
COc1ccccc1OCCCCNCCO,/,-10.9%,14.1%,-2.3%,-3.5%,-1.4%,/,0.7%,-2.1%,-1.2%,/
C=CCn1c(SC(CCO)C(=O)NCc2ccco2)nc2sc3c(c2c1=O)CCC3 (stereo not drawn),/,/,-9.7%,/,-4.1%,-1.6%,/,-1.7%,/,-0.2%,/
Cc1c(C(=O)NCc2ccc3c(c2)OCO3)sc2nc(-c3ccc(F)cc3)cn12,/,/,0.6%,/,-2.7%,-1.2%,/,-4.1%,-7.4%,-0.7%,/
CCC(C)N(CCNC(=O)CC1Oc2ccccc2NC1=O)C1CCCCC1 (stereo not drawn),/,/,20.4%,/,-2.5%,0.1%,/,-2.2%,-1.4%,-2.1%,/
CCN(CC)S(=O)(=O)c1ccc(C(=O)NCCc2cc3c(OC)ccc(OC)c3[nH]c2=O)cc1,i,47.5%[activator],18.2%,5.7%,0.3%,0.8%,i,1.7%,-2.6%,-2.3%,i
O=C(O)c1ccc(C(=O)c2ccc3c(c2)C(=O)N(Cc2ccco2)C3=O)cc1,?,-0.4%,-3.2%,-2.0%,1.3%,-1.6%,?,1.5%,-6.4%,-3.0%,?
CCCCC(=O)N(c1ccc(OC)cc1)C1C=CS(=O)(=O)C1 (stereo not drawn),i,-0.1%,5.0%,0.0%,1.3%,-1.8%,i,0.9%,9.3%,-2.2%,i
CC(C)NCC(O)COc1c(F)cc(Br)cc1F (stereo not drawn),i,-2.6%,23.5%,3.9%,-1.6%,0.2%,i,0.7%,-0.2%,-1.3%,i
Cc1cccc(N2CCN(C(=O)C3CCCCC3)CC2)c1C,/,/,28.1%,2.4%,-6.5%,-0.1%,/,-2.9%,-9.4%,-0.5%,/
CC1CCC(C(C)C)[C@H](OC(=O)c2ccccc2)C1 (stereo partly drawn),/,-14.3%,/,/,2.0%,0.0%,/,-0.9%,/,0.4%,/
